TDP1 inh = qHTS Assay for Inhibitors of Tyrosyl-DNA Phosphodiesterase (TDP1); Tyrosyl-DNA phosphodiesterase 1 (Homo sapiens), Q9NUW8; recombinant TDP1, AlphaScreen DNA substrate cleavage; Potency, µM (top dose mostly 130 µM), without a hit: top-dose activity change, negative = inhibition, most hits filed as inhibitors; 350,000 tested, 0.28% active; further: nearly all actives have a fitted effect of over 40% in size
Target sequence (Q9NUW8 whole entry, looked up): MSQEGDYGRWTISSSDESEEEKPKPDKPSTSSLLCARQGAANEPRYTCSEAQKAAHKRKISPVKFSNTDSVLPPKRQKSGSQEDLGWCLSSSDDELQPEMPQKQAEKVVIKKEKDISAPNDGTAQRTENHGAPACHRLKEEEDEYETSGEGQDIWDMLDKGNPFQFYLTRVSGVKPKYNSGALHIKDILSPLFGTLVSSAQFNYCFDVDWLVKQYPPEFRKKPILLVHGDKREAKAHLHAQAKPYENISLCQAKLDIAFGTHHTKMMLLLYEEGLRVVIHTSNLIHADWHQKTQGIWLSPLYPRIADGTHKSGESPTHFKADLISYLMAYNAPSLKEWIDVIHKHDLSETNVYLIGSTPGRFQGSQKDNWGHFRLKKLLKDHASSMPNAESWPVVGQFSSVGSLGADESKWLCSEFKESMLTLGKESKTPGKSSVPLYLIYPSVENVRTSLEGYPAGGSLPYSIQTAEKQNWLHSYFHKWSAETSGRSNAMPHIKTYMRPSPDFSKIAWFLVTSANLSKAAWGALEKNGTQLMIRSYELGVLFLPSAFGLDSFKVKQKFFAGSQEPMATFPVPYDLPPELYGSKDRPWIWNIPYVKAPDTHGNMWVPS
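Steps: enzyme plus compound, 15 min RT; add biotin/phosphotyrosine-FITC oligonucleotide (15 nM final), react 5 min; add donor/acceptor beads (10 ug/ml final), 10 min; read AlphaScreen. Tdp1 at 1 nM final.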
FEN1 inhibitor = qHTS Assay for the Inhibitors of Human Flap endonuclease 1 (FEN1); P39748; Recombinant FEN1 flap cleavage, fluorescence, 15 min; Potency, µM (series often up to 114 µM), inactives show top-dose activity change, negative = inhibition, hits mostly inhibitors; 390,000 tested, 0.35% active; further: nearly all actives have a fitted effect of over 65% in size
Target sequence (P39748 whole entry, looked up): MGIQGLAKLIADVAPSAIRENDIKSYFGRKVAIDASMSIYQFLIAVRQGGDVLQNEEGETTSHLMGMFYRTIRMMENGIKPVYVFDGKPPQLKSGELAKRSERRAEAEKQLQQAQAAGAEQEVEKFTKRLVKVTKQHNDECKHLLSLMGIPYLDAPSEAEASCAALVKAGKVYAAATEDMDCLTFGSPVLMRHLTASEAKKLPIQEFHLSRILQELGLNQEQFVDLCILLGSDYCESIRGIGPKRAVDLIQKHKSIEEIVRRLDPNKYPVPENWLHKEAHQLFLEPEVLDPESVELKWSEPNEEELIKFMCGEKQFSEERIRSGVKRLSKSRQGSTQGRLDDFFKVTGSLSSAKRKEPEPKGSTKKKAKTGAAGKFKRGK
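With each library titrated from low to high concentration, compounds met 10 nM FEN1 for 15 min at room temperature before 50 nM substrate was added; readings at 0 and 15 min fed four-parameter Hill curve fits.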
N370S GC mod = qHTS Assay for Inhibitors and Activators of N370S glucocerebrosidase as a Potential Chaperone Treatment of Gaucher Disease; N370S GC spleen homogenate, 4MU-glucoside fluorescence; Lysosomal acid glucosylceramidase (Homo sapiens), P04062; Potency, µM (top dose mostly 59.4 µM), for the others: at the top dose activity change, negative = inhibition, usual class: inhibitors; AID 2101, 2009; 330,000 tested, 0.092% active;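 further: 0% = full enzyme activity and -100% = no enzyme basal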
An asterisk follows results filed as active; ? = inconclusive; . = not tested or not shown; & = joins results of further samples; [ ] = another dose, or the depositor's remark. The call rests on the fitted dose curve; in most records, active means well fitted curve in the direction sought with a large enough effect; inconclusive means small, poorly fitted or top-dose-only effect, or another doubt; inactive means no such curve, though single readings can be large; an effect the other way counts as inactive or inconclusive. Unless noted, on the % scale 0 is the no-effect control and ±100 the full control effect; potency means the concentration at half of the fitted maximal effect.

Structure | TDP1 inh | FEN1 inhibitor | N370S GC mod
COc1ccc(OC)c(C2=NS(=O)(=O)N(C)C(C(=O)Nc3ccc(C(C)=O)cc3)=C2)c1 | 5%&0% | -21%&-1% | -3%
CCC/C=C(\CCC)C(NC(=O)c1ccc(C(=O)OC)cc1)c1ccc(C(=O)OC)cc1 (stereo not drawn) | 0% | -32% | -2%
O=S(=O)(c1ccc(Br)cc1)N1CCN(c2nc(-c3ccccc3)nc3ccccc23)CC1 | 1% | -5% | .
Cc1nnc(NC(=O)CSc2nccn2-c2cccc(C)c2C)s1 | 2% | -11% | -5%
Cc1ccc(Cn2c(SCC(=O)Nc3cccc(C)n3)nc3c2c(=O)n(C)c(=O)n3C)cc1 | 5% | . | -5%
Clc1cccc(CON/C=N/c2ncnc3sccc23)c1 | -2% | -25% | -11%
CC1=C(C#N)C(=O)NC(=O)/C1=C/c1ccc(-c2ccc(S(N)(=O)=O)cc2)o1 | -9% | -19% | 0%
Cn1c(=O)c(C(=O)Nc2ccccn2)c(O)c2ccccc21 | 2% | -3% | -1%
COc1ccc(S(=O)(=O)N2CCC(C(=O)NCCC(=O)Nc3nccs3)CC2)cc1 | 1% | 1% | -22%
COc1cccc(C(C2=C(O)CC(C)(C)CC2=O)C2C(=O)CC(C)(C)CC2=O)c1 (stereo not drawn) | -3% | 2% | -6%
O=C(NC(=S)N1CCN(C2CCCCC2)CC1)c1ccccc1 | 3% | 1% | -5%
Cc1ccc2cccc(NC(=O)c3ccc(C#N)cc3F)c2n1 | 3% | -4% | .
COc1ccccc1-n1cc(CN2CCCC(CO)(Cc3cccc(Cl)c3)C2)cn1 (stereo not drawn) | 0% | 11% | -15%
CCOC(=O)/C=C/c1ccc2oc3ccccc3c(=O)c2c1 | . | -3%&12% | -15%
O=[N+]([O-])c1ccccc1OCCCOc1cccc2cccnc12 | . | -7% | 1%
O=C(Nc1ccc2nc(SCCOc3ccccc3)sc2c1)c1ccc2c(c1)OCO2 | 1% | 22% | .
c1csc(Cn2c(-c3cccs3)nc3ccccc32)c1 | 0% | -10% | 23%
Cc1ccc2cc(CN(Cc3ccco3)C(=O)NC3CCCCC3)c(=O)[nH]c2c1C | 7% | -2% | ?
O=S(=O)(NCCN1CCOCC1)c1ccc(F)c(Cl)c1 | . | 4% | -4%
O=C(CSc1nnc(-c2c[nH]c3ccccc23)o1)c1ccc(-c2ccccc2)cc1 | 1% | -2% | 29%

The list goes on.
Structure | TDP1 inh | FEN1 inhibitor | N370S GC mod
COC(=O)C1CCCCN1C(=O)c1cccc(OC2CCN(C(=O)C3CC3)CC2)c1 (stereo not drawn) | 2%[56.1 µM] | 5% | -2%
O=C(O)c1ccccc1Sc1c([N+](=O)[O-])cc(C(F)(F)F)cc1[N+](=O)[O-] | 3% | 1% | 2%
COc1ccc(CCN(C)C(=O)CSc2nc3ncc(Cl)cc3[nH]2)cc1OC | -3% | -6% | -1%
COC(=O)Cc1cc(=O)[nH]c(/N=C(\N)Nc2ccccc2)n1 | 3% | -5% | 5%
CC(Cc1cccnc1)NC(=O)c1cc(COc2c(F)cccc2F)on1 (stereo not drawn) | 3% | -7% | -4%
OCCC1CN(Cc2cccn2-c2nccs2)CCN1Cc1ccccc1 (stereo not drawn) | 6% | -4% | 2%
CC(C(=O)Nc1ccc(C#N)cc1)N1CCN(C(=O)C2CC2)CC1 (stereo not drawn) | 0% | 12% | .
Cc1ccccc1OCCC(=O)OCC(=O)NCCc1ccccc1 | -7% | -5% | 2%
C/C(CCc1ccc2c(c1)OCO2)=N\N=C1\NC(=O)CC(C(=O)Nc2ccccc2F)S1 (stereo not drawn) | 8% | -8% | 11%
Cc1cc(C(F)(F)F)nn1CC(=O)NCc1ccccc1 | 0% | 9% | 0%
CCOc1cccc(CC(=O)NCc2ccc3c(c2)CCN3C(=O)c2cccc(C)c2)c1OCC | 4% | -1% | .
COc1ccc(/C=C\C(=O)NCc2ccc3c(c2)cc(C)n3C)cc1OC | 5% | -17% | 3%
COc1ccc(N(Cc2cc3cc(OC)ccc3[nH]c2=O)S(C)(=O)=O)cc1 | -2% | -11% | -1%
CC[C@@H]1CC=C[C@H]2[C@H]1C(=O)N(Cc1ccccc1)[C@H]2c1ccc2ccccc2c1 | -4% | . | 10%
COCCNC(=O)CSc1nc2ccccc2c(=O)n1CCC(=O)N1CCN(c2ccccc2)CC1 | 3% | -8% | -6%
CCC(C)Nc1nc(OC(C(F)(F)F)C(F)(F)F)nc(OC(C(F)(F)F)C(F)(F)F)n1 (stereo not drawn) | 1%[56.1 µM] | 0% | 11%
Cc1nc(SCC(=O)N2CCN(C(=O)c3cccs3)CC2)c2c(C)c(C)sc2n1 | -9% | 4% | -5%
COc1cc(CCC(=O)OCC(=O)Nc2ccccc2C#N)cc(OC)c1OC | 2% | 19% | -7%
COc1cccc(OC)c1OCCCCc1c(C)n[nH]c1C | 2% | -2% | 1%
CC1CN(S(=O)(=O)c2ccc(C(=O)Nc3sc4c(c3C(N)=O)CCN(C)C4)cc2)CC(C)O1 (stereo not drawn) | 0% | . | 21%

The list goes on (seven carried over from the part before).
Structure | TDP1 inh | FEN1 inhibitor | N370S GC mod
CC[C@@H]1CC=C[C@H]2[C@H]1C(=O)N(Cc1ccccc1)[C@H]2c1ccc2ccccc2c1 | -4% | . | 10%
COCCNC(=O)CSc1nc2ccccc2c(=O)n1CCC(=O)N1CCN(c2ccccc2)CC1 | 3% | -8% | -6%
CCC(C)Nc1nc(OC(C(F)(F)F)C(F)(F)F)nc(OC(C(F)(F)F)C(F)(F)F)n1 (stereo not drawn) | 1%[56.1 µM] | 0% | 11%
Cc1nc(SCC(=O)N2CCN(C(=O)c3cccs3)CC2)c2c(C)c(C)sc2n1 | -9% | 4% | -5%
COc1cc(CCC(=O)OCC(=O)Nc2ccccc2C#N)cc(OC)c1OC | 2% | 19% | -7%
COc1cccc(OC)c1OCCCCc1c(C)n[nH]c1C | 2% | -2% | 1%
CC1CN(S(=O)(=O)c2ccc(C(=O)Nc3sc4c(c3C(N)=O)CCN(C)C4)cc2)CC(C)O1 (stereo not drawn) | 0% | . | 21%
O=C(NCc1ccc(F)cc1)Nc1cccc(Cl)c1 | 2% | -2% | -4%
Nc1nc(Nc2ccccc2)sc1C(=O)c1ccccc1 | 10% | -20% | 1%
COc1cc(C(C)=O)ccc1OCC(=O)Nc1ccc(Cl)c(S(=O)(=O)N2CCOCC2)c1 | 3% | -6% | .
Cc1ccc(C(C)C)c(OCC(=O)Nc2c(C(=O)c3ccc(F)cc3)oc3ccccc23)c1 | 2% | -9% | .
COC(=O)c1c(NC(=O)CCCOc2ccc(C(C)(C)C)cc2)sc2c1CCC(C)C2 (stereo not drawn) | 0%[12.3 µM] | -5% | .
COC(=O)c1ccc2c(=O)n(CCCCCC(=O)NCc3ccc4c(c3)OCO4)c(=O)[nH]c2c1 | -4% | 1% | -5%
O=C(NCCCN1CCN(c2ccccc2F)CC1)C1COc2ccccc2C1 (stereo not drawn) | 3% | 1% | .
COc1cccc(NC2=NC3(CCCCC3)N=C(N)N2)c1 | 5% | -5% | -8%
N#C/C(=C\c1ccccc1)C(=O)NNS(=O)(=O)c1ccc(Br)cc1 | 2% | -3% | .
COc1cc(OC)cc(-c2cc3ccc(F)cc3cn2)c1 | -13% | ? | .
O=Cc1ccc(Cl)c(Cl)c1 | 1%&10% | -3% | 7%
CCCCC(=O)Nc1nn(CCC)c2nc3ccccc3cc12 | -9% | 10% | 26%
Clc1ccc(CNC2CCN(Cc3ccccc3)CC2)cc1 | . | -1% | -5%
COc1cc([N+](=O)[O-])ccc1NC(=S)NCc1ccccn1 | -2% | 3% | 1%
Cc1cc(F)ccc1S(=O)(=O)NCC(c1cccnc1)N1CCc2ccccc21 (stereo not drawn) | 11% | 6% | -27%
CCSc1nc2cc(C(=O)OC)ccc2c(=O)n1CC | -5% | 0% | 17%
COc1ccccc1Cn1nnc2c(=O)[nH]c(C3CCN(C(=O)c4ccc(F)cc4)CC3)nc21 | 1% | -10% | -1%
CCCCN(C(=O)c1cc(Cl)nc2ccccc12)c1c(N)n(Cc2ccccc2)c(=O)[nH]c1=O | -4% | 6% | 0%
NC(=O)c1c(NC(=O)Cc2cccs2)sc2c1CCC2 | 5% | 3% | 17%
O=C(c1cc2ccccc2o1)N1CCCCCC1 | 2% | -6% | 5%

Additional compounds follow:
Structure | TDP1 inh | FEN1 inhibitor | N370S GC mod
CCSc1nnc2nc(C)cc(C)n12 | 2% | -5% | 5%
COc1ccc(S(=O)(=O)Nc2cccc(-c3ccc(N4CCCCCC4)nn3)c2)cc1F | 1% | -3% | .
O=C(C[N+]1(CC#Cc2ccccc2)CCOCC1)c1ccc(Cl)cc1 | -2% | -13% | 12%
Cc1sc2ncnc(NCc3ccco3)c2c1C | . | -6% | 7%
CC(OC(=O)Cc1n[nH]c(=O)c2ccccc12)C(=O)Nc1cc(Cl)cc(Cl)c1 (stereo not drawn) | -8%[0.505 µM] | -19% | 0%
CCOc1ccccc1NC(=O)Cn1c(=O)n(CC(=O)NCc2ccccc2Cl)c(=O)c2sccc21 | 6% | 6% | .
O=C(NCCc1csc(-c2ccc(F)cc2)n1)c1ccco1 | -1% | -1% | .
Cc1oc2c(CN3CCCC(C)C3)c(O)ccc2c(=O)c1-c1ccccc1 (stereo not drawn) | . | -4% | ?
C=CCn1c(SCC(=O)c2[nH]c(C)c(C(=O)OCC)c2C)nc2scc(-c3ccc(OC)c(OC)c3)c2c1=O | 4% | 13% | 3%
O=C(NCCCCc1ccccc1)C1CC(c2ccccc2[N+](=O)[O-])=NO1 (stereo not drawn) | 4% | 1% | 9%
CC(=O)Nc1ccc2nc(NC(=O)c3ccco3)sc2c1 | . | -1% | -9%
CC(C)N1C(=O)CCC1C(=O)NCCc1ccccc1 (stereo not drawn) | 0% | -19% | 7%
O=C(Cc1cccs1)NC1CC(=O)N(c2ccccc2)C1 (stereo not drawn) | -3% | -4% | .
COC(=O)[C@@]1(Cc2ccccc2)[C@H]2c3cc(C(=O)N(C)C)n(CCSCCO)c3C[C@H]2CN1C(=O)c1ccccc1 | 12% | . | -15%
C#CCn1c(C2CC(=O)N(c3ccc(OC)cc3)C2)nc2ccccc21 (stereo not drawn) | -2% | -6% | .
COc1ccc(C2C(C#N)=C(N)Oc3cc(C)n(CCN4CCOCC4)c(=O)c32)cc1OC (stereo not drawn) | -7% | 2% | 14%
Cc1ccc(S(=O)(=O)c2nnn3c2nc(N2CCOCC2)c2ccccc23)cc1 | 12% | 9% | 6%
O=S(=O)(NCCS(=O)(=O)N1CCN(c2cccc(Cl)c2)CC1)c1ccc(F)cc1 | 5% | -2% | .
Cc1ccc(-c2nc3ccccc3s2)cc1S(=O)(=O)N1CCOCC1 | 4% | 0% | -4%
Cc1cc(C(=O)NC(C)c2ccncc2)no1 (stereo not drawn) | 5% | 0% | -3%

Going on with the list:
Structure | TDP1 inh | FEN1 inhibitor | N370S GC mod
Oc1cccc(/C=N\Nc2nncc(-c3ccccc3)n2)c1 | 6% | 1% | 11%
C/C=C/c1ccc(OCCCCOc2ccccc2C(C)=O)c(OC)c1 | -5% | 0% | 15%
Cc1ccc(N2CCN(C(=O)Cc3c(C(=O)O)c(C)cn3C)CC2)c(C)c1 | 6% | 0% | .
O=C(COC(=O)c1cccc(S(=O)(=O)NCc2ccccc2)c1)Nc1ccccc1OC(F)F | 0% | 1% | 4%
NC(=O)COc1ccc(/C=N/NC(=O)C2CCCN2S(=O)(=O)c2ccc(Cl)cc2)cc1 (stereo not drawn) | 6% | 7% | 0%
CCN(CC)CCC(=O)N1c2ccccc2Sc2ccc(NC(=O)OC)cc21 | 5% | -1% | -3%
COC(=O)c1sc2ccccc2c1-n1cccc1C(=O)C(=O)Nc1ccccc1 | 4% | 5% | 15%
CC(=O)c1cccc(NC(=O)CN2CCc3cc4c(cc3C2)OCCCO4)c1 | . | 6% | 4%
CC(C)(C)NC(=O)C(c1cccs1)N(Cc1ccc(F)cc1)C(=O)c1csnn1 (stereo not drawn) | . | -1% | 9%
CCc1ccc(NC(=O)C(C)n2nnc3sc(-c4ccccc4)cc3c2=O)cc1 (stereo not drawn) | 7% | ? | .
Cc1ccc(C)c(N2CCN(C(=O)c3ccc(Cl)c(NC4=NC5CS(=O)(=O)CC5S4)c3)CC2)c1 (stereo not drawn) | 7% | 8% | -17%

In another format: entries from further up
TDP1 inh	FEN1 inhibitor	N370S GC mod	SMILES
5%	-1%	-3%	CCN(CC)CCC(=O)N1c2ccccc2Sc2ccc(NC(=O)OC)cc21
6%	0%	.	Cc1ccc(N2CCN(C(=O)Cc3c(C(=O)O)c(C)cn3C)CC2)c(C)c1

From PubChem
